Source: PubChem (National Center for Advancing Translational Sciences (NCATS))
GCN5L2 inh – inhibitors of human GCN5L2 histone acetyltransferase. AID 504327. Q92830. hit rate 0.21% among 390,000. Potency, µM (series often up to 58.9 µM), inactives show at the top dose activity change, negative = inhibition, usual class: inhibitors. GCN5L2 HAT assay, ThioGlo1 CoA-SH fluorescence
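Free CoA generated was detected with ThioGlo1 (50uM) fluorescence at Ex340nm/Em540nm, read immediately and after 20 min at room temperature. Enzyme, 20 nM in HEPES pH 7.5 buffer, saw compounds 15 min before adding 75uM H3(1-25) peptide and 70uM acetyl-CoA.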
FEN1 inhibitor – blocks human flap endonuclease 1; P39748; Recombinant FEN1 flap cleavage, fluorescence, 15 min; Potency, µM (top dose mostly 114 µM), without a hit: at the highest dose activity change, negative = inhibition, most hits filed as inhibitors; hit rate 0.35% among 390,000; AID 588795; note: nearly all actives have a fitted effect of over 65% in size
Target sequence (P39748 whole entry, looked up): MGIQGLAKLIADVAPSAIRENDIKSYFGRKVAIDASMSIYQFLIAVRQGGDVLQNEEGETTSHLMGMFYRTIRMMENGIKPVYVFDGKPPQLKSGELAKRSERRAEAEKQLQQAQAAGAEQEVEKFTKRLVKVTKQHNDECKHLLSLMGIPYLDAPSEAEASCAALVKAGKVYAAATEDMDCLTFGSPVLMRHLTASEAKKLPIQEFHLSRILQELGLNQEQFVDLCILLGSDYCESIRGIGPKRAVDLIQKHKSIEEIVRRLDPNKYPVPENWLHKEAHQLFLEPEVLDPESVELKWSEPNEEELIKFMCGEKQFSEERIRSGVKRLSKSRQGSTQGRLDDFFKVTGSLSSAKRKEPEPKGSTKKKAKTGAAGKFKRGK
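Quantitative HTS format: each compound was titrated, incubated with 10 nM nuclease for 15 min at room temperature, then challenged with flap substrate at 50 nM final. Signal change over 15 min gave concentration–effect curves.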
N370S GC mod – N370S glucocerebrosidase modulation, Gaucher chaperone candidate; P04062; N370S GC spleen homogenate, 4MU-glucoside fluorescence; Potency, µM (series often up to 59.4 µM), without a hit: at the highest dose activity change, negative = inhibition, hits mostly inhibitors; hit rate 0.092% among 330,000; AID 2101;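 note: 0% = full enzyme activity and -100% = no enzyme basal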
Numbers without * were called inactive; ? = inconclusive; . = no result given; & = joins results of further samples; [ ] = dose if it differs, or a comment. Calls come from the whole dose curve; as a rule, active = well fitted curve in the direction sought with a large enough effect; inconclusive = small, poorly fitted or top-dose-only effect, or another doubt; inactive = no such curve, though single readings can be large; an effect the other way counts as inactive or inconclusive. Unless noted, % is set by controls: 0 for no effect and ±100 for the full control effect; potency is the fitted concentration of half-maximal effect.

FEN1 inhibitor	N370S GC mod	SMILES	GCN5L2 inh
-1%	3%	NC(=O)C1CCN(C(=O)c2cc(S(=O)(=O)N3CCOCC3)c(Cl)cc2Cl)CC1	-9%
2%	-5%	Cn1c(SCC(=O)N2CCOCC2)nc2c(c1=O)SCC2	-2%
13%	13%&-29%	Cc1ccc(S(=O)(=O)N2CCC(=O)N(C(COC(=O)Nc3ccccc3)Cc3ccccc3)CC2)cc1 (stereo not drawn)	-7%&-5%
0%	2%	Nn1c(SCC(=O)NCc2ccc3c(c2)OCO3)nnc1C1CC1	0%
-4%	7%	Cc1cc(N2CCOCC2)nc(SCc2c(Cl)cccc2Cl)n1	-10%
3%	.	Cc1cccc(C(=O)NCc2nnc(SCC(=O)Nc3ccccc3F)n2-c2ccccc2)c1	2%
-4%	-1%	Clc1ccc(CSc2nncn2-c2ccc3c(c2)OCCO3)cc1	-3%
7%[57.1 µM]	4%&8%	NC(Cc1ccc(Cl)cc1)C(=O)O (stereo not drawn)	0%
-3%	1%	CCN(Cc1ccccc1)C(=O)CSc1ncn[nH]1	-13%
10%	0%	CCOC(=O)c1cccc(NC(=O)CCc2ccccc2)c1	-10%
0%	-11%	CCOC(=O)c1c(C)[nH]c(C)c1C=O	1%
-12%	?	O=C(CSc1nnc(SCc2ccc(Cl)cc2)s1)N1CCOCC1	3%
-5%	4%	O=C(N/N=C/c1cc2c(cc1Cl)OCO2)c1ccncc1	-3%
2%	28%	Cc1cc(N2CCOCC2)nc(-c2ccc([N+](=O)[O-])cc2)n1	-4%
-22%	.	Cc1cc(Cl)ccc1OCC(=O)N(Cc1ccc(N(C)C)cc1)C1CCS(=O)(=O)C1 (stereo not drawn)	-11%

Complete entries, quoted from the list. Values in the order: FEN1 inhibitor	N370S GC mod	GCN5L2 inh
NC(Cc1ccc(Cl)cc1)C(=O)O (stereo not drawn) in the list: 7%[57.1 µM]	4%&8%	0%
Clc1ccc(CSc2nncn2-c2ccc3c(c2)OCCO3)cc1 in the list: -4%	-1%	-3%

Continuation.
FEN1 inhibitor	N370S GC mod	SMILES	GCN5L2 inh
6%	7%	O=C(Cn1nnc(-c2ccccc2)n1)N/N=C/c1ccco1	-7%
-3%	-5%	COc1cccc(C2C3=C(CCCC3=O)Nc3nc(-c4cc(OC)c(OC)c(OC)c4)nn32)c1 (stereo not drawn)	-3%
14%	3%	CCCc1cc(C(N)=O)c(NC(C)=O)s1	-16%
8%	-14%	O=C(NCc1cc([N+](=O)[O-])ccc1O)c1cccnc1Sc1ccc(Cl)cc1	?
4%	-4%	COc1ncnc2sc(-c3ccccc3)cc12	-11%
2%	2%	N#Cc1ccccc1NC(=O)CSc1nnc(-c2ccncc2)o1	-3%
0%	0%	COc1ccc(C(=O)N=C2SC3CS(=O)(=O)CC3N2c2ccc(N(C)C)cc2)cc1OC (stereo not drawn)	3%
-5%	18%	Cc1ccccc1Oc1nc2ccccn2c(=O)c1/C=C(\C#N)C(=O)Nc1c(C)n(C)n(-c2ccccc2)c1=O	0%
16%	?	CCOC(=O)c1cnc(SCc2nc(N)nc(Nc3ccccc3)n2)nc1N	2%
-6%	5%	CCN1C(=O)CC(c2ccc(OC(C)C)cc2)C1=O (stereo not drawn)	7%
-3%	6%	Clc1ccc(Cn2c(-c3cccnc3Cl)nc3ccccc32)cc1	-4%
-12%	3%	Oc1ccc(F)cc1-c1cc(-c2ccc3c(c2)OCCO3)n[nH]1	-4%
-6%	.	Cc1nnc(NCc2ccc(Cl)cc2)c2c1nnn2Cc1ccc(F)cc1	0%
15%	.	CCN(CC)S(=O)(=O)c1ccc2c(c1)nc(CN(C)C(=O)Nc1ccc(F)cc1)n2C	21%
-7%	-9%	CCCCC(=O)Nc1ccc(N2CCN(c3ccc(F)cc3)CC2)cc1	3%
1%	3%	CCCCN(Cc1ccco1)S(=O)(=O)c1c[nH]c(C(=O)OC)c1	?
21%	-5%	CN(C/C=C/c1ccccc1)C1CCCCC1	-3%
-12%	.	CC(C)(OC(=O)c1ccc(C(F)(F)F)cc1)c1cc2ccccc2c(=O)o1	-7%
0%	3%	Cc1cc(C)n(-c2ccc(C(=O)NC(C)C)cc2)n1	-6%
8%	5%	CC(=O)N/C(=C\c1ccccc1)C(=O)NC(C)C(=O)O (stereo not drawn)	-2%
-2%	1%	Cc1ccc2nc(-c3ccncc3)c(NC3CCCCC3)n2c1	-16%
-16%	.	C[C@H]1CN([C@@H](C)CO)C(=O)c2cc(NS(=O)(=O)c3ccc(Cl)cc3)ccc2O[C@@H]1CN(C)CC1CCCCC1	-2%
0%	-22%	O=C1C(=O)N(CCN2CCOCC2)C(c2ccc(Cl)c(Cl)c2)/C1=C(/O)c1ccc2c(c1)OCO2 (stereo not drawn)	-10%
6%	-10%	CCN(Cc1ccncc1)C(=O)c1cc(COc2c(C)cccc2C)on1	-6%
-22%	2%	CC1Cc2ccccc2N1CC(=O)c1c(N)n(Cc2ccccc2)c(=O)n(C)c1=O (stereo not drawn)	-4%
-4%	10%	CCCCOc1ccc(C(=O)N/C(=C\c2ccc(OC)cc2)C(=O)OCc2ccco2)cc1	-4%
1%	0%	Cc1nc(C(=O)Nc2ccccc2)sc1C(=O)Nc1ccccc1	-3%
14%	-3%	O=C(c1ccco1)N1CCC(c2nc3c(nnn3Cc3ccccc3Cl)c(=O)[nH]2)CC1	1%
-3%	2%	CCc1c(C)nc2ncnn2c1N1CCC(C(=O)Nc2ccc(C)cc2)CC1	-11%
-19%	29%	CNc1nc2sc3c(c2c(=O)n1C)CC(C)(C)SC3	-3%
7%	-2%	CCN(CC)CCCn1c2c(c(SCC(=O)Nc3nc(C)cs3)nc1=O)CCC2	-10%
-3%	-24%	CCCCCNC(=O)c1cccnc1SCC(=O)Nc1ccccc1OC	-2%
2%	6%	O=C(Nc1n[nH]c(C2CCCCC2)n1)C1CCCCC1	0%
-10%	6%	O=C(NCC(c1ccco1)N1CCN(c2ccccc2F)CC1)OCc1ccccc1 (stereo not drawn)	-6%
4%	-3%	O=C(c1ccccc1)N1CCN(C(=O)c2nn3c(C(F)(F)F)cc(-c4ccco4)nc3c2Cl)CC1	-2%
-3%	0%	Cc1c(NC(=O)Nc2c(Cl)cccc2Cl)c(=O)n(-c2ccccc2)n1C	7%
-18%	-5%	CCOC(=O)C1(CCCc2ccccc2)CCN(S(=O)(=O)N(C)C)CC1	-7%
-13%	.	Cc1cccc(-c2noc(CN(C3CCCCC3)S(=O)(=O)c3ccc(F)cc3)n2)c1	-11%
13%	.	CCCCCn1c(CCCNC(=O)c2ccccc2OC)nc2ccccc21	1%
-1%	-7%	Cc1ccc(S(=O)(=O)c2nc(C(C)(C)C)oc2N2CCOCC2)cc1	0%
-4%	7%	CCOC(=O)N/N=C/c1c(F)cccc1F	-2%
15%	10%	CC(C)CNC(=O)COC(=O)c1cc(S(=O)(=O)N(C)C)ccc1N1CCCC1	18%
.	9%	O=c1c(-c2ccc(F)cc2)nc2cnc(N3CCOCC3)nc2n1C[C@H]1CCCO1	1%
-4%	.	CCOc1ccc(CNC(=O)CN2N=C(c3ccccc3)CCC2=O)cc1OC	-3%
10%	0%	C=CCNc1cc(N2CCCC2)ccc1[N+](=O)[O-]	-12%

The last 2 entries of the section before come first, to join the parts:
FEN1 inhibitor	N370S GC mod	SMILES	GCN5L2 inh
-4%	.	CCOc1ccc(CNC(=O)CN2N=C(c3ccccc3)CCC2=O)cc1OC	-3%
10%	0%	C=CCNc1cc(N2CCCC2)ccc1[N+](=O)[O-]	-12%
-12%	-1%	CCOc1cc(/C=N/NC(=O)C(=O)Nc2cc(Cl)ccc2C)ccc1O	-12%
-2%	9%	CCOc1cc2[nH]c(=O)n(CCC(=O)NCCc3ccc(OC)c(OC)c3)c(=O)c2cc1OCC	1%
16%	1%	Cc1cc(NC(=O)NN2CCOCC2)nn1-c1c(Cl)cc(Cl)cc1Cl	0%
-1%	.	COc1cc2c(cc1OC)C(COc1cccc(C(F)(F)F)c1)N(C(=O)c1ccc(S(=O)(=O)N3CCCC3)cc1)CC2 (stereo not drawn)	-6%
-3%	2%	COc1cc(/C=C/C(=O)OCC(=O)c2c(N)n(C)c(=O)n(C)c2=O)ccc1OC(F)F	-7%
9%	18%	O=C(/C=C/c1cccnc1)/C=C/c1cccnc1	-10%
0%	-3%	COc1ccc(S(=O)(=O)N(C)CC(=O)NCc2ccccn2)cc1	0%
0%	-12%	Cc1cccc(NC(=S)N(CCN(C)C)Cc2cc3cccc(C)c3[nH]c2=O)c1	19%
-12%	4%	Cc1ccc(N/C=C/C(=O)C(C)(C)C)c(O)c1	-16%
14%	.	CCOc1ccccc1NC(=O)C1CCN(S(=O)(=O)c2ccc3[nH]c(=O)ccc3c2)CC1	-1%
4%	3%	COc1ccc(C(=S)Nc2ccccc2)cc1	2%
4%	8%	CCCCN(Cc1ccco1)C(=O)C1CCCN(c2ncnc3c2nc2n3CCCCC2)C1 (stereo not drawn)	-23%
.	-2%	CCOc1ccccc1C(=O)Nc1cc(C(=O)NCC(C)C)ccc1Cl	0%
-22%	0%	CCN(CC)c1nc2ccccc2nc1C(C#N)C(=O)NCCCOC (stereo not drawn)	-24%
14%	.	Cc1csc2nc(COC(=O)CNC(=O)c3ccccc3Cl)cc(=O)n12	-3%
-5%	22%	Cc1ccc(-n2c(C)cc(C)c(C#N)c2=O)cc1Cl	0%
-4%	6%	Cc1cc(=O)[nH]c(-n2nc(C)cc2C)n1	-11%
2%	7%	Cc1ccc(-n2nc(C)c3c2NC2=C(C(=O)CC(C)(C)C2)C3c2ccccc2OCC(=O)O)cc1 (stereo not drawn)	-8%
-20%	13%	COC(=O)C1CCN(C2=C(NS(=O)(=O)c3ccc(Cl)cc3)C(=O)c3ccccc3C2=O)CC1	-6%
-21%	-1%	C=CCc1ccccc1OCC(O)CN1CCN(c2ccccc2F)CC1 (stereo not drawn)	1%
-3%	.	CCNc1ccc(C2(O)C(=O)c3ccccc3C2=O)cc1	-3%
-3%	4%	O=C(c1cccnc1)N1C2C=CC(C2)C1(C(F)(F)F)C(F)(F)F (stereo not drawn)	.
?	.	CCCCC(=O)OC1=C(C(=O)c2ccccc2)N(CCC)S(=O)(=O)c2ccccc21	-10%
1%	0%	COCCNC(=O)CCCn1c(=O)c2cc(OC)c(OC)cc2n(CC(=O)c2cccc(OC)c2)c1=O	-5%
2%	1%	CC(=O)COc1ncn(-c2ccccc2)n1	4%
11%	.	Cc1ccc(CNC(=O)c2cc3c(=O)n(Cc4ccco4)ccc3nc2C)cc1	2%
-7%	2%	Cc1cnc(C(=O)OCC(=O)c2cccc3ccccc23)cn1	0%
8%	.	O=C(NCCN1CCN(c2cccc(Cl)c2)CC1)Nc1ccccc1C(F)(F)F	1%
-3%	0%	O=C(Nc1nnc(-c2ccccc2)o1)C1CCCN1S(=O)(=O)c1cccs1 (stereo not drawn)	1%
13%	-6%	COCCN(C(=O)COC(=O)CC1CCCCC1)c1c(N)n(Cc2ccccc2)c(=O)[nH]c1=O	1%

Sorted by heavy-atom count (largest number first): seven of the compounds above.
FEN1 inhibitor	N370S GC mod	SMILES	GCN5L2 inh
2%	7%	Cc1ccc(-n2nc(C)c3c2NC2=C(C(=O)CC(C)(C)C2)C3c2ccccc2OCC(=O)O)cc1 (stereo not drawn)	-8%
13%	-6%	COCCN(C(=O)COC(=O)CC1CCCCC1)c1c(N)n(Cc2ccccc2)c(=O)[nH]c1=O	1%
-21%	-1%	C=CCc1ccccc1OCC(O)CN1CCN(c2ccccc2F)CC1 (stereo not drawn)	1%
-3%	4%	O=C(c1cccnc1)N1C2C=CC(C2)C1(C(F)(F)F)C(F)(F)F (stereo not drawn)	.
-5%	22%	Cc1ccc(-n2c(C)cc(C)c(C#N)c2=O)cc1Cl	0%
2%	1%	CC(=O)COc1ncn(-c2ccccc2)n1	4%
-4%	6%	Cc1cc(=O)[nH]c(-n2nc(C)cc2C)n1	-11%

Continued:
FEN1 inhibitor	N370S GC mod	SMILES	GCN5L2 inh
6%	5%	O=C(CSc1nc2ccccc2n1CC(=O)N1CCCC1)Nc1ccc2c(c1)OCO2	-2%
17%	-1%	COc1ccc(N(C(C)C(=O)N/N=C(\C)C(C)(C)C)S(C)(=O)=O)cc1 (stereo not drawn)	-3%
-15%	3%	COc1cc([N+](=O)[O-])ccc1N/C=C/C(=O)c1cccs1	8%
-4%	-3%	Cc1ccc(C(C)C)c(OCC(=O)N2CCOCC2)c1	2%
-11%	2%	Cc1ccc(C(=O)NNC(=O)c2ccc3ccccc3c2O)cc1	-3%
.	-3%	COc1ccccc1-c1nc(NCc2cnc(C)cn2)c2ccccc2n1	-10%
-4%	-2%	CS(=O)(=O)NCCNc1ccc(C(F)(F)F)cc1[N+](=O)[O-]	-2%
22%	-3%	O=C(NCCc1ccccc1F)/C(=C/c1cccnc1)NC(=O)c1ccccc1	-1%
-11%	4%	COc1ccc(CN2CCC(=O)c3ccccc3S2(=O)=O)cc1	.
-1%	6%	CCOC(=O)c1sc(N2N=C(C)/C(=C\c3ccc(OCC(=O)OC)cc3)C2=O)nc1C	-4%
-22%	8%	CCOC(=O)c1ccc(NC(=O)C2(c3ccccc3)CCCC2)cc1	-4%
20%	.	Cc1ccc(NC(=O)c2cccc(-n3cnnn3)c2)cc1Cl	2%

An excerpt, so the mix of outcomes need not match the whole.
